High-throughput results: PubChem, several laboratories
L929 necroptosis: inhibitors of zVAD-triggered necroptosis, primary screen, L929 cells; L929 zVAD necroptosis rescue, ATP luminescence, 24 h; with zVAD 60 µM; viability rescue, % at 10 µM; 220,000 tested, 0.38% active; AID 1377, 2008;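 active = activation, scaled between plate controls, above about 75%, limit read from the data; inactive = activation under that limit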;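 also: 0% = zVAD with DMSO and 100% = DMSO alone without zVAD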
Hck Nef HTS: inhibitors of Nef-activated human Hck kinase, primary screen, biochemical, Z-Lyte FRET, 384-well, Hck-YEEI | Tyrosine-protein kinase HCK (Homo sapiens), P08631 | Recombinant Hck-YEEI plus Nef, Z-Lyte FRET kinase assay | inhibition, % at 20 µM | 220,000 tested, 0.68% active | AID 463187, 2010;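 active = Hck-Nef kinase inhibition above about 50%, limit read from the data; inactive = inhibition below that limit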;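 also: 0% = DMSO with Hck plus Nef and 100% = Hck alone without Nef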
p47phox inh: p47phox/p22phox peptide binding inhibitors, primary screen, biochemical, uHTS, NADPH oxidase regulatory subunit | inhibition, % at 24.7 µM | 220,000 tested, 0.53% active | fluorescence polarization, 2 h | Neutrophil cytosol factor 1 (Homo sapiens), P14598;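 active = inhibition above about 30%, limit read from the data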;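 also: 0% = p47phox with labelled peptide and 100% = labelled peptide alone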
Target sequence (P14598 whole entry, looked up): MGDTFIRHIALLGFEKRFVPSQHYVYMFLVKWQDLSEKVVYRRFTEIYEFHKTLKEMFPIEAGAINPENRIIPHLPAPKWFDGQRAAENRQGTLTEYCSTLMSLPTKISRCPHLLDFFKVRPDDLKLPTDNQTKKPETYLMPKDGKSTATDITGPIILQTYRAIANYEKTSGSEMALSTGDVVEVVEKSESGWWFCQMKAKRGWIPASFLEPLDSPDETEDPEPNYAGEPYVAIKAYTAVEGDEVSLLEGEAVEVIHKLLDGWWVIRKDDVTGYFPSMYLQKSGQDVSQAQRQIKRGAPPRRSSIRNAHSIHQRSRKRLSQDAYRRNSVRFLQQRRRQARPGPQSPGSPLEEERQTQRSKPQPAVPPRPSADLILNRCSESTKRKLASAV
MDM2 E3 inh: MDM2-luciferase reporter signal enhancers, primary screen, MDM2 E3 ligase inhibitor project, cell-based, luminescence, 1536-well; E3 ubiquitin-protein ligase Mdm2 (Homo sapiens), Q00987; cell-based MDM2 ubiquitination luciferase reporter, 2 h; 0 = plate control, 100 = twice control, blank-subtracted; signal enhancement, % at 5 µM; 210,000 tested, 0.11% active;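 active = signal enhancement of 30% or more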;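 also: luminescence tracks abundance of the self-degrading MDM2-luciferase fusion protein; higher signal means inhibition of MDM2 E3 ligase activity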
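System: stable MDM2–luciferase fusion reporter cells / Input: 2000 cells seeded into each well / Schedule: 4 h settle plus 2 h compound, 37 °C / Compound: single-point 5 µM / Buffer or medium: cells held in DMEM / Benchmarks: control and blank well means / Evaluation: percent signal gain over controls, blank-subtracted / Measured by: luciferase luminescence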
EBV gp42 block: Epstein-Barr virus gp42 inhibitors, primary screen, biochemical, uHTS, fluorescence polarization; Fluorescence polarization binding assay, mP read-out; inhibition, % (tested at 21.74 µM); AID 1085, 2008; 220,000 tested, 0.42% active; in the data active = inhibition above about 50%
Target sequence (Q1HVG2 whole entry, looked up): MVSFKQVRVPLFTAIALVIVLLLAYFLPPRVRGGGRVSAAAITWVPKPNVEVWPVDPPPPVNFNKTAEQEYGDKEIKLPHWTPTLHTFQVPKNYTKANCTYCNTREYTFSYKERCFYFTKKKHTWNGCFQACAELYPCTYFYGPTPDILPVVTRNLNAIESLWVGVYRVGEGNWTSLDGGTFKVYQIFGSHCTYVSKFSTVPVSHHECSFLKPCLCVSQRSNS
Runt-CBFb FRET: inhibitors of RUNX1 Runt–CBFb binding, primary screen, biochemical, FRET, Cerulean-Runt, Venus-CBFb, uHTS; inhibition, % at 20 µM; AID 1496, 2009; 220,000 tested, 0.46% active; Cerulean-Runt/Venus-CBFb FRET ratio 530/480, 1 h;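 active = inhibition over about 50% at 20 µM in the single-dose screen, limit read from the data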;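 also: 0% = DMSO wells and 100% = excess unlabeled CBFb competitor control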
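test system = Cerulean-tagged RUNX1 Runt domain (FRET donor) fusion protein | reagent = Venus-CBFb binding partner, 100 nM | incubation = protein complex preformed 1 h, compound exposure 1 h, room temperature, dark | detection = FRET fluorescence | read-out basis = loss of energy transfer signal | controls = 5 µM unlabeled CBFb as full-inhibition high control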
Tb hexokinase: Trypanosoma brucei hexokinase 1 inhibitors, primary screen, biochemical, G6PDH-coupled NADH absorbance, MLSCN library; recombinant TbHK1, G6PDH-coupled NADH A340; 220,000 tested, 0.11% active; hexokinase 1 [Trypanosoma brucei]; inhibition, % at 10 µM;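 active = inhibition of 50% or more in the single-dose primary screen; inactive = inhibition below 50%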
14-3-3 Bad inh: inhibitors of 14-3-3 zeta/Bad binding, primary screen, biochemical, TR-FRET, bovine 14-3-3 zeta; TR-FRET 14-3-3zeta/Dy647-pBad peptide displacement, 1 h; 220,000 tested, 0.71% active; inhibition, % at 21.7 µM; AID 781, 2007; 14-3-3 protein zeta/delta (Bos taurus), P63103;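 active = inhibition above about 70%, limit read from the data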;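 also: 0% = full 14-3-3 plus peptide FRET controls and 100% = background without 14-3-3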
Target sequence (P63103 whole entry, looked up): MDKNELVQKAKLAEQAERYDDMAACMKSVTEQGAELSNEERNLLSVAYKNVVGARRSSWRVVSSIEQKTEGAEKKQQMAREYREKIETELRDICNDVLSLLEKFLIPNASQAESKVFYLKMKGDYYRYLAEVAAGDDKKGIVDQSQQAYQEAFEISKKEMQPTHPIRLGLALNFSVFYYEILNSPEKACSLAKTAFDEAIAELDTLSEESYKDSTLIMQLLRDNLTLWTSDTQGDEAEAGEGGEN
Runt-SMMHC FRET: inhibitors of RUNX1 Runt–CBFb-SMMHC binding, primary screen, biochemical, FRET, Cerulean-Runt, Venus-CBFb-SMMHC, uHTS; Runt-related transcription factor 1 (Homo sapiens) + Core-binding factor subunit beta …; Cerulean-Runt/Venus-CBFb-SMMHC FRET ratio 530/480, 1 h; inhibition, % at 20 µM; 220,000 tested, 0.74% active; AID 1434, 2008;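 active = mean inhibition across duplicate retests at 20 µM reaching about 50%, limit read from the data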;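 also: 0% = DMSO wells and 100% = wells with excess untagged CBFb-SMMHC; inhibitors lower the FRET ratio by blocking Runt binding to CBFb-SMMHC; some results filed as inactive read as strong as hits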
An asterisk follows results filed as active; . = not tested or not shown; [ ] = remark or other dose.

SMILES	L929 necroptosis	Hck Nef HTS	p47phox inh	MDM2 E3 inh	EBV gp42 block	Runt-CBFb FRET	Tb hexokinase	14-3-3 Bad inh	Runt-SMMHC FRET
CC(C)(C)c1ccc(C(=O)NC(=S)NCc2cccnc2)cc1	72	9	-9	-3	-16	-2	-2	12	-5
O=C(NCCO)c1ccc2c(c1)S(=O)(=O)c1ccccc1C2=O	2.1	1	-3	-14	-14	-1	1	-1	1
Cc1ccc(C)c(S(=O)(=O)Nc2ccc(C(=O)NCCc3ccccn3)cc2)c1	17	19	-7	0	-16	-1	-3	-17	1
CC(=O)O/N=C/c1c(Cl)n(C)c2ccccc12	0.9	7	1	-9	8	-1	0	-6	4
Cc1ccc(N2CCN(/N=C/c3ccccc3)CC2)cc1	0.1	2	-7	-14	-4	-1	-23	4	1
COc1ccccc1CNC(=O)/C=C/c1cc2c(cc1Br)OCO2	-0.2	1	-7	1	-22	1	-2	12	-11
CCCCc1nnc(NC(=O)CSc2nc(=O)cc(N)n2-c2ccccc2)s1	0.8	0	-6	-6	-8	-1	-1	-8	2
Cn1c2ccccc2c2cc(C(=O)N3CCOCC3)sc21	0.2	1	0	-11	3	5	-27	18	3
Cc1cc(NC(=O)CCN2C(=O)C3C4C=CC(C4)C3C2=O)ccc1Br (stereo not given)	2.5	-22	-9	-6	7	1	8	2	-3
OCCSc1nnc(Nc2ccccc2)s1	0.6	-2	-2	15	-14	-3	-10	-3	5
CSCC[C@H](NC(=O)OC(C)(C)C)C(=O)N1CCC(C(=O)N[C@H](C(=O)O)C(C)C)CC1	0.5	1	-1	12	-14	1	1	4	2
COc1cccc(C(=O)/C=C/Nc2cccc(O)c2)c1	0.0	1	-16	-12	-14	-2	-32	-13	0
COc1cccc(CCNC(=O)CC2C(=O)NCCN2Cc2ccc(Cl)c(F)c2)c1 (stereo not given)	-1.1	12	-14	-14	-7	-2	-1	-7	2
Cc1cc(OCC(=O)c2ccc(C(F)(F)F)cc2)n2cnnc2n1	-0.1	-4	13	-12	-7	2	-4	2	-1
CCOC(=O)CSc1nc(N)c(C#N)c(-c2ccc(OC)cc2)c1C#N	1.2	-1	-20	-9	5	4	-5	-8[fluorescence artefact?]	4
O=CNC(n1cnc2c(N3CCOCC3)ncnc21)C(Cl)(Cl)Cl (stereo not given)	0.6	20	-2	-4	-24	1	-2	1	-2
CCc1nc(N[C@@H](Cc2c[nH]c3ccccc23)C(=O)O)c2oc3ccccc3c2n1	3.5	1	2	-12	10	3	3	28[fluorescence artefact?]	2
O=C(O)CSCC(=O)Nc1ccc(Cl)cc1C(F)(F)F	-0.1	-1	-4	-13	12	-1	-5	-11	-2
COc1ccc2c(C(=O)CN3CCSCC3)c[nH]c2c1	0.9	7	-16	-12	-21	-4	-11	-1	0
COC(=O)c1ccsc1NC(=O)CN1C(=O)CCC1=O	-0.3	11	-15	-8	-2	3	-4	-2	-2
O=C(Nc1ccc(S(=O)(=O)Nc2nccs2)cc1)c1ccc(F)c(S(=O)(=O)N2CCOCC2)c1	6.8	21	-28	-5	-8	-2	-4	-25	-4
Cc1cc(OC(=O)c2ccc(Cl)cc2)cc(=O)n1C	-0.2	-1	-4	-26	-23	-2	1	7[fluorescence artefact?]	-2
COc1ccccc1OCc1csc(NC(=O)c2ccco2)n1	3.1	-6	1	-15	-11	-1	-6	-5	-2
COc1ccc(N(Cc2cc3cccc(C)c3[nH]c2=O)C(=O)C2CCCO2)cc1 (stereo not given)	1.7	-15	-6	-4	-7	2	-11	-6	2
O=C1c2ccccc2C(=O)N1CCSc1ccccc1	1.2	-18	-4	-1	-23	1	2	-7	-2
SMILES	L929 necroptosis	Hck Nef HTS	p47phox inh	MDM2 E3 inh	EBV gp42 block	Runt-CBFb FRET	Tb hexokinase	14-3-3 Bad inh	Runt-SMMHC FRET
CCOc1ncccc1C(=O)Nc1cccc(-c2nc3cccnc3s2)c1	0.3	23	-16	-9	-6	0	-30	1	0
CCc1cc2c(SCC(=O)Nc3cc(C)on3)ncnc2s1	1.5	21	-14	-9	-14	2	7	3	2
CC(=O)c1ccc(N2CCN(C(=O)Nc3ccc(F)cc3)CC2)cc1	3.9	18	0	-11	-8	-1	-15	-8	0
Cc1c(/C=N/NC(=O)c2cccnc2)c2ccccn2c1C(=O)c1ccc(F)cc1	-0.5	-2	-7	-34	-3	-24	27	10[fluorescence artefact?]	-15
Cc1onc(CO)c1C(=O)Nc1nccs1	0.3	4	-13	-8	-14	1	0	-10	2
Cc1ccc(C(=O)/C=C/Nc2cccc([N+](=O)[O-])c2)o1	.	1	-20	-16	-9	1	-19	-7	7
Cc1nn(-c2ccc(F)cc2F)c2c1-c1nc(N3CCCC3)ncc1CC2	0.6	3	-12	-1	-15	0	-10	-5	4
COCCn1c(SCC(=O)N2CCCc3ccccc32)nc2cccnc21	0.2	0	-2	-15	-30	0	2	-6	4
O=C(O)Cc1ccc(C(=O)CSc2ccccc2)s1	-0.2	-5	-18	-10	-7	11	2	1	2
Cc1cc(=O)[nH]c(SCc2nnc(-c3ccccc3)o2)n1	0.1	0	1	-8	-10	0	-6	13	-6
COc1ccc(CCNC(=O)Cc2cc(OCc3ccccc3)c(OC)cc2[N+](=O)[O-])cc1OC	-0.3	-1	-2	-4	-7	-2	-12	10	5
N#CNC(=Nc1cccc(F)c1)SCc1ccccc1	1.4	4	2	-30	0	0	4	4	0
CCOC(=O)C(C(=O)OCC)C(C[N+](=O)[O-])c1ccccc1 (stereo not given)	-0.2	20	-5	-6	6	1	-3	-3	2
CCCCOc1ccc(N2CC(C(=O)NCCc3ccc(OC)c(OC)c3)CC2=O)cc1 (stereo not given)	0.0	24	-21	0	-3	-1	-3	-13	1
CCCN1C(=O)C(Cc2nc3ccccc3c(=O)n2-c2ccccc2)c2ccccc21 (stereo not given)	0.0	7	0	1	-8	0	31	18	4
CCOC(=O)COn1c(=O)c(-c2ccco2)[n+]([O-])c2ccccc21	-0.1	7	-5	-6	-7	-2	-13	5[fluorescence artefact?]	-7
COc1cccc(-n2c(-c3cccc(S(=O)(=O)N(C)C)c3)n[nH]c2=S)c1	1.0	20	8	-15	5	9	8	-7	18
O=C(NCCN1CCOCC1)C(=O)NCC1CCCO1 (stereo not given)	0.6	-1	5	-2	-15	-1	-4	-8[fluorescence artefact?]	-5
Nc1nc(SCC(=O)Nc2ccccc2C(F)(F)F)[nH]c(=O)c1-c1ccccc1	1.1	18	-2	-10	-17	-3	-1	-7	-3
COc1ccc(CCNC(=O)[C@@H](NC(=O)c2ccccc2F)C(C)C)cc1OC	1.6	25	-7	-22	-20	2	-2	-9	2
Cc1ccccc1COC[C@H](CC(C)C)N1CCN(C(=O)c2cccc(C(F)(F)F)c2)CCC1=O	-0.5	0	2	.	-8	-9	-2	6	-8
CC1(C)CCCC2=C1CC1C(=O)N(c3ccccc3)C(=O)C1C2 (stereo not given)	0.4	3	1	12	-19	0	1	-7	-1
COc1ccc(C(O)c2nccn2C)cc1 (stereo not given)	-0.1	0	-4	-18	-7	2	-8	-10[fluorescence artefact?]	1
O=C(NC(=S)N1CCN(c2c(Cl)cccc2[N+](=O)[O-])CC1)c1cccs1	0.4	1	-1	-9	6	4	6	4[fluorescence artefact?]	5
c1ccc(CNc2ccc(CNc3ncn[nH]3)cc2)cc1	0.4	0	-15	-5	-5	1	-5	-5[fluorescence artefact?]	-4
SMILES	L929 necroptosis	Hck Nef HTS	p47phox inh	MDM2 E3 inh	EBV gp42 block	Runt-CBFb FRET	Tb hexokinase	14-3-3 Bad inh	Runt-SMMHC FRET
COc1ccc(N2CCN(CCNC(=O)C3CCN(S(=O)(=O)c4cccs4)CC3)CC2)cc1	-0.2	1	-125	-28	-18	1	12	5	0
COc1c(Cl)cc(C(=O)NN)cc1Cl	0.2	-3	-12	-18	3	2	-4	-6	-6
Cc1cccc(N2CCN(C(=O)NCc3ccc(Cl)cc3)CC2)c1	0.9	9	4	7	-5	-4	6	-2	1
COc1ccc(C2=Nn3c(nnc3-c3ccco3)SC2)cc1OC	0.1	1	-1	-23	-16	-3	-36	-5	-7
O=C(CNC(=O)c1ccco1)OCc1c(F)cccc1Cl	0.8	2	3	-20	-3	-3	1	10[fluorescence artefact?]	3
O=C(CNc1cc(S(=O)(=O)N2CCOCC2)ccc1N1CCCC1)NCc1ccco1	-0.1	25	-5	-7	-1	0	-2	-8	-4
CCOC(=O)c1cc2cc(-c3c(C(=O)OCC)oc4cc(O)cc(O)c4c3=O)ccc2o1	0.1	-3	-16	4	19	-2	-8	-9	2
c1ccc(-c2nnc(-c3ccncc3)o2)cc1	0.9	2	0	16	15	0	-6	0	1
COCCCNC(=S)N1CCC(NC(=O)c2ccco2)CC1	0.6	22	1	-5	8	0	-5	-9	-2
CC1CN(C(=S)NC(=O)c2cccc([N+](=O)[O-])c2)CC(C)O1 (stereo not given)	-0.5	3	4	1	-9	0	-1	-2	0
CCc1cccc2c3c([nH]c12)C(CC)(CC(=O)O)OCC3 (stereo not given)	4.0	-7	-4	.	-2	-4	-3	0	-10
CC(C)(C)NC(=O)c1ccc2c(c1)N(CC(=O)N1CCN(c3ccc(F)cc3)CC1)C(=O)C(C)(C)O2	-0.3	1	-13	6	-21	-4	-6	-1	-4
CCCCc1nc2ccccc2c(C(=O)O)c1C	1.1	0	-2	-2	-27	1	2	8	2
Cc1ccc2nc(NC(=O)c3cccs3)sc2c1	2.1	3	-9	-12	0	-3	-5	-1	2
Cc1cc(C)c2nc(C)cc(Nc3ccc(C(=O)N4CCOCC4)cc3)c2c1	-0.2	9	5	-7	-17	0	-61	-1	0
O=C(Nc1ccc(OCC(=O)N2CCOCC2)cc1)Nc1cccc(Cl)c1	71	20	0	14	-1	0	3	-4	0

Reprinted at random: 2 entries already listed.
SMILES	L929 necroptosis	Hck Nef HTS	p47phox inh	MDM2 E3 inh	EBV gp42 block	Runt-CBFb FRET	Tb hexokinase	14-3-3 Bad inh	Runt-SMMHC FRET
CCCCc1nc2ccccc2c(C(=O)O)c1C	1.1	0	-2	-2	-27	1	2	8	2
Cc1nn(-c2ccc(F)cc2F)c2c1-c1nc(N3CCCC3)ncc1CC2	0.6	3	-12	-1	-15	0	-10	-5	4
